Compound activity from PubChem.
NR3A LBD binder: NR3A (human) ligand-binding domain modulation; NR3A LBD differential scanning fluorimetry, Tm shift; 0% = protein alone, 100% = glycine-bound protein; Tm shift relative to glycine control, % at 25 µM; 340,000 compounds, 2.5% hits;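 active means melting temperature shift of at least 10% of the positive control shift, at one fixed dose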
APJ agonist: APJ receptor agonism; 330,000 compounds, 0.11% hits; CHO-K1 APJ PathHunter beta-arrestin, luminescence; 0% DMSO wells, 100% apelin; P35414; activation, % at 20 µM; AID 2520;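 active means activation more than six SD over the plate average, tested at 20 µM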;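 further: 0% = DMSO alone and 100% = apelin-13 at 10 nM; some results filed as inactive read as strong as hits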
Target sequence (P35414 whole entry, looked up): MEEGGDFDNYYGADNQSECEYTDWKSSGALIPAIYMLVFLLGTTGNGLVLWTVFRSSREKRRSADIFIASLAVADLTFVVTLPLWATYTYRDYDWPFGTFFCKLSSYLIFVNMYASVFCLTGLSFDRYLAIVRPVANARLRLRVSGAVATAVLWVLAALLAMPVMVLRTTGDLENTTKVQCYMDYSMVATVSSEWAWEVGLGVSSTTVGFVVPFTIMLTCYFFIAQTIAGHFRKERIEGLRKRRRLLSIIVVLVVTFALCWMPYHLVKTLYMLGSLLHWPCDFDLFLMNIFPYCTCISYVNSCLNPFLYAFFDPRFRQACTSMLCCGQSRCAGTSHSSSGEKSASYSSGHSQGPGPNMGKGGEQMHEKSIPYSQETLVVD
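Assay system: engineered CHO-K1 APJ arrestin reporter cells; Amount: 1000 CHO-K1 reporter cells seeded per well; Dosing: one dose, 20 µM compound, 1% DMSO; Times: compound stimulation 90 min at 25 °C, detection 60 min; Measured by: luminescent beta-gal fragment complementation, chemiluminescent substrate; Read-out: APJ–arrestin association signal; Controls: DMSO vs Apelin-13 10 nM.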
tim10-1 inh: tim10-1 yeast growth inhibition. S. cerevisiae tim10-1 ts strain growth, BacTiter-Glo, 24 h. inhibition, % at 20 µM. 330,000 compounds, 2.2% hits. AID 463190;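 active means inhibition of at least 40%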;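 further: mutant grown at 25 °C; 0% = DMSO wells with yeast and 100% = wells holding no yeast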
TIM10 inh: growth inhibitors of TIM10 yeast strain; S. cerevisiae TIM10 strain growth, BacTiter-Glo luminescence, 24 h; inhibition, % at 10 µM; 330,000 compounds, 1.4% hits;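 active means inhibition of 40% or more at the single tested concentration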;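 further: wild-type TIM10 isogenic control strain grown at permissive 25 °C; 0% = DMSO yeast wells and 100% = minimal medium wells without yeast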
tim23-1 inh: growth inhibitors of tim23-1 mutant yeast | S. cerevisiae tim23-1 growth, BacTiter-Glo luminescence, 24 h | inhibition, % at 20 µM | 330,000 compounds, 1.3% hits;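 active means growth inhibition of the mutant yeast at or above 50%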;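 further: temperature-sensitive mutant grown at 25 °C; plate controls were DMSO-treated mutant yeast for no effect and medium wells lacking yeast for full effect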
NLRP3 yeast inh: inhibitors of NALP3 inflammasome in yeast; Yeast reconstituted NLRP3/ASC/caspase-1, beta-gal luminescence, 24 h; inhibition, % at 10 µM; 330,000 compounds, 0.39% hits; AID 2825;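 active means inhibition of 50% or more; inactive means inhibition below 50%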;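 further: plate controls were induced DMSO wells for no effect and uninduced yeast grown without galactose for full effect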
MPTP inh: blocks calcium-induced mitochondrial swelling. isolated mouse mitochondria, Ca2+ swelling absorbance, 30 min. inhibition, % at 10 µM. 360,000 compounds, 1.4% hits;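 active means inhibition of 50% or more, scaled per plate between neutral and stimulator controls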;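 further: 0% = DMSO wells given calcium and 100% = 1 mM EGTA wells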
MIN6 prolif: MIN6 beta-cell proliferation induction; 330,000 compounds, 0.29% hits; MIN6 cells proliferation, ATPlite luminescence, 48 h; cells starved in 0.2% serum; 100% = growth in 10% serum; proliferation, % at 10 µM;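 active means compounds whose signal lies at least 3.5 SD above the mean of all wells on their plate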;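 further: 0% = DMSO-treated cells in low-serum medium and 100% = 10% serum control; some compounds called inactive have numbers as strong as hits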
APJ antagonist: antagonists of human APJ apelin receptor. P35414. CHO-K1 APJ beta-arrestin complementation, luminescence. inhibition, % at 20 µM. 330,000 compounds, 0.32% hits;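 active means inhibition above about 40% at 20 µM, limit read from the data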;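 further: cells challenged with 10 nM apelin-13 agonist together with compound; plate controls were apelin-13 plus DMSO wells for no effect and DMSO wells lacking apelin-13 for full effect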
Numbers without * were called inactive.

Values run as follows: NR3A LBD binder	APJ agonist	tim10-1 inh	TIM10 inh	tim23-1 inh	NLRP3 yeast inh	MPTP inh	MIN6 prolif	APJ antagonist
> CCC(=O)c1ccc(N2CCN(C(=O)COc3ccc(F)cc3)CC2)c(F)c1
→ 2	0	16	10	26	14	-7.4	0	-6
> Fc1cc2nccnc2cc1N1CCSCC1
→ -2	0	8	6	0	1	-1.4	2	-1
> O=C1c2ccccc2C(=O)N1CCc1csc(NNc2nc(CCN3C(=O)c4ccccc4C3=O)cs2)n1
→ -2	-2	-2	2	4	20	0.5	-7	2
> S=C(c1ccc(-c2ccc(Cl)cc2Cl)o1)N1CCCCC1
→ 5	-7	29	6	3	8	-0.6	-3	-1
> CC(C)Cn1cnc2c1c(=O)n(CC(=O)N(C)C)c(=O)n2Cc1ccccc1
→ 1	-7	1	3	2	3	-1.5	0	9
> Cc1c(C(=O)N2CCCCC2)c(S(=O)(=O)N2c3ccccc3CC2C)c(C)n1C (stereo not given)
→ -2	-1	6	13	13	2	-0.5	2	-6
> Cc1ccc(CCCOC(=O)C[N+]2(C)CCOCC2)cc1
→ -2	1	7	4	10	8	-0.5	-2	4
> O=C(COC(=O)c1ccc(O)cc1)Nc1ccccc1[N+](=O)[O-]
→ 3	-1	-25	-11	17	21	0.4	1	-22
> COC(=O)c1onc(-c2c(OC)cc(OC)cc2OC)c1C(=O)OC
→ -7	2	7	7	14	4	0.6	0	-8
> O=S(=O)(c1ccc2ccccc2c1)N1CCCCCC1
→ 3	-3	26	8	42	32	1.3	1	1
> CCc1nc(C)ccc1OCC(=O)O
→ 2	0	-11	-3	-9	25	-1.1	1	9
> CC(=O)NC(c1cc(Cl)c2cccnc2c1O)C(C)C (stereo not given)
→ -7	-2	23	-22	25	22	-0.6	-7	-2
> Cc1ccc2nc(N/C(=N/S(=O)(=O)c3cccs3)c3ccccc3Cl)sc2c1
→ 0	0	30	13	44	-28	5.1	-2	-20
> CCOc1ccc(C(C)C)cc1S(=O)(=O)N1CCOCC1
→ 0	-1	28	8	4	5	0.5	-2	-9
> CC1(C)CC(=O)C2=C(C1)NC1=C(C(=O)c3ccccc31)C2c1ccc(Cl)cc1 (stereo not given)
→ -2	-5	50*	40*	52*	16	98*	-6	10
> Cc1nc(NC(=O)/C=C/c2ccccc2)n[nH]1
→ -1	-1	60*	61*	44	17	0.4	-1	16
> COc1ccc(C2CC(=O)Nc3ccccc3S2(=O)=O)cc1OC (stereo not given)
→ 0	0	-6	-2	6	9	-0.5	0	-8
> CCOc1ccc(OCc2cccc(C(=O)N/N=C/c3cccnc3)c2)cc1
→ -4	4	39	11	21	11	5.4	0	-11
> O=C1CC(N2CCN(S(=O)(=O)c3cccc(C(F)(F)F)c3)CC2)C(=O)N1Cc1ccccc1 (stereo not given)
→ 1	-4	30	22	21	-9	-6.9	-2	-20
> COCCNC(=O)c1c[nH]c2ccc(S(=O)(=O)N3CCc4ccccc43)cc2c1=O
→ -4	3	7	8	11	5	-1.0	-3	-46
> Cc1cc(C)c(C#N)c(SCC(=O)N(C)C2CCCCC2)n1
→ -2	-3	38	8	26	-24	0.9	-3	21
> CCOC(=O)CN1C(=O)S/C(=C\c2ccc(-c3cccc(C(=O)O)c3C)o2)C1=O
→ -1	3	-5	16	-3	8	2.6	-2	8
> COc1ccccc1/C=C1\S/C(=N/NC(=O)c2cccc(Br)c2)NC1=O
→ 4	-1	39	30	18	7	15	-6	8
> CCN1CCCC1CNS(=O)(=O)c1ccc(C(=O)Nc2ccccc2)cc1 (stereo not given)
→ -2	1	-9	1	11	19	1.2	0	12
> CCOCCCn1cnc2c(c1=O)c1nc3ccccc3nc1n2-c1ccc(C)cc1
→ -4	-4	27	27	10	7	-0.7	-2	0
> Oc1ccccc1OCC(O)c1ccccc1 (stereo not given)
→ -2	1	15	-6	14	14	-1.6	0	-9
> CN1CCN(c2ccc(NC(=O)c3ccc(-c4cccc([N+](=O)[O-])c4)o3)cc2)CC1
→ -7	-2	-8	8	-9	2	1.6	-5	-20
> CCOC(=O)CSc1nnc(CNC(=O)c2ccco2)n1C
→ 1	-4	8	-5	2	3	-2.1	-1	2
> Cc1ccc(-n2cccc2/C=C2/NC(=O)N(CC(=O)Nc3cccc(C)c3)C2=O)cc1
→ 4	3	6	9	7	-37	-3.0	-1	-6
> CCC(=O)N1c2ccccc2C(N(C(C)=O)c2ccccc2)CC1C (stereo not given)
→ 1	0	19	6	16	18	0.2	-3	3

Some of the entries so far, as labelled records.
O=C1c2ccccc2C(=O)N1CCc1csc(NNc2nc(CCN3C(=O)c4ccccc4C3=O)cs2)n1
  NR3A LBD binder = -2; APJ agonist = -2; tim10-1 inh = -2; TIM10 inh = 2; tim23-1 inh = 4; NLRP3 yeast inh = 20; MPTP inh = 0.5; MIN6 prolif = -7; APJ antagonist = 2

CC(=O)NC(c1cc(Cl)c2cccnc2c1O)C(C)C (stereo not given)
  NR3A LBD binder = -7; APJ agonist = -2; tim10-1 inh = 23; TIM10 inh = -22; tim23-1 inh = 25; NLRP3 yeast inh = 22; MPTP inh = -0.6; MIN6 prolif = -7; APJ antagonist = -2

The listing continues.
Values run as follows: NR3A LBD binder	APJ agonist	tim10-1 inh	TIM10 inh	tim23-1 inh	NLRP3 yeast inh	MPTP inh	MIN6 prolif	APJ antagonist
> O=C1CN(S(=O)(=O)c2ccccc2)c2ccccc2N1
→ -2	-4	-1	10	9	-1	-0.8	13*	6
> COCCCN1C(=O)CS/C1=N\S(=O)(=O)c1ccccc1
→ 0	0	11	8	8	12	0.2	1	10
> Cc1ccc(-n2ncc3c(SCC(N)=O)ncnc32)cc1C
→ 4	0	0	6	14	9	0.3	0	5
> CN(C(=O)CSc1nc2ccccc2o1)C1CCS(=O)(=O)C1 (stereo not given)
→ 0	1	3	4	9	5	-0.7	0	5
> CC(C)c1ccc2oc(-c3ccc(N)cc3)nc2c1
→ -6	-2	35	38	48	27	5.1	-6	-14
> CCOC(=O)c1cc(-c2ccccc2)sc1NC(=O)C(C)OC(=O)c1cccnc1OCC (stereo not given)
→ 1	-1	11	11	9	3	68*	-5	1
> O=C(Nc1cccc(C(=O)N2CCCCC2)c1)c1ccc(Cl)cc1
→ -1	2	12	-21	22	16	0.3	-1	-3
> CCNc1nc(SCC(=O)Nc2ccc(Cl)c(Cl)c2)nc(N(C)C)n1
→ 10*	-1	4	1	-4	15	1.8	-2	24
> C=CCn1c(SCc2c(F)c(F)c(F)c(F)c2F)nc(O)cc1=O
→ 0	-5	15	5	11	-5	0.7	-2	4
> CC(C)CC(c1nnnn1Cc1cccs1)N1CCN(c2nc3ccccc3s2)CC1 (stereo not given)
→ -1	3	30	28	1	-3	-1.1	-5	12
> O=C(CSc1nc2ccccc2[nH]1)N/N=C/C=C/c1ccccc1[N+](=O)[O-]
→ -8	1	-4	1	19	-1	-1.2	-1	-11
> CCOC(=O)c1cc(NC(=O)c2ccoc2C)cc(C(=O)OCC)c1
→ -4	-4	37	27	30	16	2.0	-2	2
> CCN(CC)c1ccc(C=Nc2ccc(C#N)cc2)c(O)c1
→ -4	3	6	6	6	10	-1.3	-2	-10
> CS(=O)(=O)N(Cc1ccccc1F)c1ccccc1
→ 0	0	14	15	13	-15	-0.5	-2	8
> Cc1ccccc1C(=O)NNC(=O)C(=O)N1CCCCC1
→ 1	-3	-1	0	-13	2	-5.5	1	-4
> Cc1sc2ncn(CC(=O)NC3CCCCC3)c(=O)c2c1C
→ -3	-5	-23	8	25	26	-1.0	-3	3
> CCOC(=O)Cc1csc(NC(=S)NC(=O)c2ccc(C)cc2)n1
→ -8	-6	17	24	-6	-12	1.9	-4	25
> NC(=O)C1CCN(C(=O)c2cc(-c3ccc(Cl)s3)nc3ccccc23)CC1
→ 2	0	1	1	9	-2	0.1	-2	-3
> O=C1OCC2=C1C(c1ccc3c(c1)OCO3)Sc1ccccc1N2 (stereo not given)
→ -1	1	7	5	2	3	0.6	-1	10
> COc1ccc(Cc2nnc(Nc3ccc4c(c3)OCCO4)[nH]c2=O)cc1
→ -2	-3	-2	19	-2	23	-1.3	0	9
> CCOC(=O)CN1c2ccccc2NC(=O)CC1C (stereo not given)
→ 3	-3	9	8	15	-4	-2.8	-4	20
> CCOC(=O)c1ccc(Nc2cnc3ccccc3n2)cc1
→ -4	1	32	19	-9	14	-1.0	-2	-14
> O=C(NC1CC1)c1cc(-c2ccccn2)nc2ccccc12
→ 0	-1	3	-8	4	26	-2.3	2	16
> O=C1c2cccc(OCC(=O)N3CCCc4ccccc43)c2CCN1Cc1ccc(Br)cc1
→ 3	0	38	33	35	7	1.6	0	-8
> CCCN1CCN(CCCNC(=O)C2CCCN(c3nc4ccc(OCC)cc4s3)C2)CC1 (stereo not given)
→ 9	-4	-2	-5	-5	-10	1.6	-3	2
> Cc1nn2c(C(F)(F)F)cc(-c3ccc(Cl)cc3)nc2c1C(=O)N1CCOCC1
→ -4	-4	10	-2	28	15	0.4	0	6
> Cc1ccc2c(c1)N(C(=O)CCC(=O)N1CCCCC1)CCO2
→ -1	10	8	-2	-3	14	-3.7	-2	-3
> O=C(CN1CCCCCC1)Nc1ccc([N+](=O)[O-])cc1Br
→ -1	-2	1	12	1	23	-1.5	-2	9
> OCCN1CCOCCN(CCO)CCOCC1
→ 1	-2	5	6	-6	25	-0.5	4	-1
> Cc1ccn2c(=O)nc(SCC(=O)NCCc3ccccc3)nc2c1
→ 4	11	-6	-6	2	12	-3.5	0	26

Sorted by number of heavy atoms (falling): some entries from above
Values run as follows: NR3A LBD binder	APJ agonist	tim10-1 inh	TIM10 inh	tim23-1 inh	NLRP3 yeast inh	MPTP inh	MIN6 prolif	APJ antagonist
> NC(=O)C1CCN(C(=O)c2cc(-c3ccc(Cl)s3)nc3ccccc23)CC1
→ 2	0	1	1	9	-2	0.1	-2	-3
> C=CCn1c(SCc2c(F)c(F)c(F)c(F)c2F)nc(O)cc1=O
→ 0	-5	15	5	11	-5	0.7	-2	4
> Cc1ccccc1C(=O)NNC(=O)C(=O)N1CCCCC1
→ 1	-3	-1	0	-13	2	-5.5	1	-4

Part of the list above with just APJ antagonist and TIM10 inh:
smiles	APJ antagonist	TIM10 inh
CCN1CCCC1CNS(=O)(=O)c1ccc(C(=O)Nc2ccccc2)cc1 (stereo not given)	12	1
CCOCCCn1cnc2c(c1=O)c1nc3ccccc3nc1n2-c1ccc(C)cc1	0	27
Oc1ccccc1OCC(O)c1ccccc1 (stereo not given)	-9	-6
CN1CCN(c2ccc(NC(=O)c3ccc(-c4cccc([N+](=O)[O-])c4)o3)cc2)CC1	-20	8
CCOC(=O)CSc1nnc(CNC(=O)c2ccco2)n1C	2	-5
Cc1ccc(-n2cccc2/C=C2/NC(=O)N(CC(=O)Nc3cccc(C)c3)C2=O)cc1	-6	9
CCC(=O)N1c2ccccc2C(N(C(C)=O)c2ccccc2)CC1C (stereo not given)	3	6

More compounds.
Values run as follows: NR3A LBD binder	APJ agonist	tim10-1 inh	TIM10 inh	tim23-1 inh	NLRP3 yeast inh	MPTP inh	MIN6 prolif	APJ antagonist
> CC(=O)CSc1nnc(-c2ccc(S(=O)(=O)N3CCC(C)CC3)cc2)o1
→ 1	2	42*	29	29	-2	-3.2	2	-21
> CCCC(=O)Oc1ccc(C2NC(=O)c3ccccc3O2)cc1 (stereo not given)
→ 2	1	-6	-7	6	5	0.6	-2	14
> C=CCNC(=S)Nc1ccccc1
→ 0	1	-13	-15	5	11	0.1	-2	-37
> COc1ccc(NC(=S)N2CCN(C(=O)C3CCCO3)CC2)cc1 (stereo not given)
→ 0	7	-24	-1	3	17	-0.6	-1	4
